HT1080 IDH1KD tx – kills HT-1080 cells with IDH1 knockdown; actives 2% (n = 360,000); Potency, µM (doses to about 46.1 µM), without a hit: at the top dose activity, negative = toxicity, most hits filed as cytotoxic; HT-1080 IDH1 knockdown viability, ATP luminescence, 48 h;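 note: potency is the fitted concentration of half-maximal effect; 0% = DMSO wells and -100% = cell-free medium wells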
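Using the IDH1-knockdown HT-1080 line run in the same batch and compound series as the NT line, viability after 48 h at 37 °C was determined by CellTiter-Glo luminescence and expressed as % activity.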
KB-3-1 cytotox – KB-3-1 parental cell cytotoxicity; KB-3-1 viability, CellTiter-Glo ATP luminescence, 72 h; Potency, µM (series often up to 46.1 µM), for inactives: at the top dose activity change, negative = cytotoxic, actives largely listed as cytotoxic; actives 1.4% (n = 400,000); AID 1347075; note: potency is the fitted concentration of half-maximal effect; % is set by controls: 0 for no effect and ±100 for the full control effect; nearly all actives have a fitted effect of over 60% in size
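Cytotoxicity measured as CellTiter-Glo luminescence after 72 h at 37 C. Compound titrations were pinned onto drug-naive KB-3-1 parental adenocarcinoma cells grown in DMEM with 10% FBS, and normalized data fitted to concentration-response curves.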
HT1080-NT tox – kills 2HG-producing HT-1080-NT fibrosarcoma cells; HT-1080-NT fibrosarcoma viability, CellTiter-Glo ATP luminescence, 48 h; actives 1.6% (n = 360,000); Potency, µM (highest dose often 46.1 µM), for inactives: top-dose activity, negative = less viability, most hits filed as cytotoxic;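 note: NT is the 2HG producing partner of a matched IDH1 knockdown line; potency is the fitted concentration of half-maximal effect; 0% = DMSO-treated cells and -100% = media-only wells without cells; nearly all actives have a fitted effect of over 55% in size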
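Read-out is CellTiter-Glo luminescence after 10 minutes at room temperature, following 48 hours' compound treatment of HT-1080-NT cells (750 cells/well, RPMI, 5% FBS, 37 degrees C).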
ATXN viability – viability counter-screen for ATXN expression inhibitors; S2 cells (HEK-293 line with an ATXN2-luciferase reporter) viability, CellTiter-Fluor protease fluorescence, 24 h; Potency, µM (series often up to 56.7 µM), actives largely listed as cytotoxic; actives 0.49% (n = 400,000); note: potency is the fitted concentration of half-maximal effect; nearly all actives have a fitted effect of over 40% in size
SW480 rereplic – DNA re-replication induction in SW480 cells | SW480 DNA re-replication, Hoechst DNA content imaging, 48 h | Potency, µM (top dose mostly 46.1 µM), inactives show top-dose re-replication activation, actives largely listed as activators | actives 1.8% (n = 340,000) | AID 624297; note: potency is the fitted concentration of half-maximal effect; % of control where 0% means no effect; nearly all actives have a fitted effect of over 55% in size
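Image-based read-out: total Hoechst fluorescence of nuclei (405 nm excitation, 500-530 nm emission), with hits raising the fraction of high-intensity nuclei. SW480 colon cells incubated 48 hr with compounds at 37 C.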
ATXN2 expr inh – reduces ATXN2 reporter expression in HEK-293 cells. HEK-293 ATXN2-luciferase reporter, luminescence, 24 h. Potency, µM (series often up to 57 µM), for inactives: at the highest dose activity change, negative = inhibition, actives largely listed as inhibitors. AID 1745845. actives 0.72% (n = 360,000); note: potency is the fitted concentration of half-maximal effect; % is set by controls: 0 for no effect and ±100 for the full control effect; nearly all actives have a fitted effect of over 55% in size
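qHTS (up to 57 uM final) was run with 24 h compound exposure of reporter cells at 37 °C. Each well was multiplexed: SteadyGlo luminescence measured ATXN2-luciferase expression after a fluorogenic Gly-Phe-AFC viability readout (25 uM final).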
IL1B secr inh – blocks inflammasome-driven IL-1 beta release. THP-1 LPS/ATP IL-1B secretion, AlphaLISA, 16 h; stronger effect = lower value. AID 743279. activity change, % at 57.5 µM. actives 4.7% (n = 360,000); in the data active = activity change below about -50%; inconclusive = mostly about -30% to -49%; note: % is set by controls: 0 for no effect and ±100 for the full control effect
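Secreted IL-1B measured by AlphaLISA bead assay after 16 h compound exposure of THP-1 cells; compounds (final up to 57.5 uM) added 1 h before LPS (250 ng/mL) and ATP (1.25 mM) stimulation; lower signal means less secretion.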
KB-V1 MDR tox – KB-V1 MDR subline cytotoxicity; AID 1347076; actives 3.4% (n = 400,000); Potency, µM (titrated, usually from 46.1 µM), inactives show top-dose activity change, negative = cytotoxicity, most hits filed as cytotoxic; KB-V1 MDR cells viability, CellTiter-Glo, 72 h; note: potency is the fitted concentration of half-maximal effect; % is set by controls: 0 for no effect and ±100 for the full control effect; nearly all actives have a fitted effect of over 60% in size
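Cytotoxicity toward P-gp-expressing KB-V1 cells was determined as loss of CellTiter-Glo luminescence after 72 h at 37 degrees C. Compounds were tested in quantitative HTS format across a concentration range, with curves fitted to normalized data.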
MCF10A rerep – induces DNA re-replication in MCF 10a normal breast cells; MCF 10A DNA re-replication, Hoechst nuclear intensity, 48 h; Potency, µM (doses to about 46.1 µM), inactives show at the top dose activity, positive = re-replication, hits mostly activators; actives 2.9% (n = 350,000); note: potency is the fitted concentration of half-maximal effect; % of control where 0% means no effect; nearly all actives have a fitted effect of over 50% in size
* = called active by the depositor; i = inactive; ? = inconclusive; · = no result given; & = joins results of further samples; [ ] = remark or other dose. Unless noted, calls come from the whole dose curve; as a rule, active = well fitted curve in the direction sought with a large enough effect; inconclusive = small, poorly fitted or top-dose-only effect, or another doubt; inactive = no such curve, though single readings can be large; an effect the other way counts as inactive or inconclusive.

nr	Structure	HT1080 IDH1KD tx	KB-3-1 cytotox	HT1080-NT tox	ATXN viability	SW480 rereplic
1	COc1ccc(NS(=O)(=O)c2cccs2)cc1S(=O)(=O)N1CCOCC1	17%	3%	6%	i	-3%
2	O=C(Nc1cccc2cccnc12)c1csc(COCCO)n1	0%	0%	-13%	i	·
3	COc1ccc(C2C(C#N)=C(N)N(c3ccccc3)C3=C2C(=O)CCC3)cc1Cn1cc([N+](=O)[O-])cn1 (stereo unspecified)	?	-23%	?	i	?
4	CN(C(=O)COC(=O)c1cc(S(=O)(=O)N2CCCCC2)ccc1N1CCOCC1)C1CCS(=O)(=O)C1 (stereo unspecified)	3%	2%	-2%	i	-24%
5	CN1CCN(C=NC2=NN(c3cccc(C(F)(F)F)c3)CC2)CC1	-19%	?	-3%	i	-3%
6	CC1CC(C)CN(C(=O)COC(=O)c2ccc[nH]c2=O)C1 (stereo unspecified)	0%	10%	0%	i	-5%
7	COc1cc2oc(=O)c(CC(=O)NCCc3ccccc3F)c(C)c2cc1OC	·	12%	·	i	·
8	C[n+]1cn(Cc2cc(Cl)ccc2OC(F)F)c2ccccc21	-17%	?	2%	i	-7%

nr	ATXN2 expr inh	IL1B secr inh	KB-V1 MDR tox	MCF10A rerep
1	-14%	16	-2%	-1%
2	?	?	5%	·
3	-10%	-74*	-12%	?
4	2%	-2	0%	0%
5	-7%	5	10µM*	6%
6	1%	30	25%	-3%
7	-5%	·	8%	·
8	-2%	-14	0%	13%

New compounds follow.
nr	Structure	HT1080 IDH1KD tx	KB-3-1 cytotox	HT1080-NT tox	ATXN viability	SW480 rereplic
9	Cc1ccc(C)c(-n2c(CNc3ccc(F)cc3)nnc2SCC(N)=O)c1	-1%	-11%	0%	i	-2%
10	O=Cc1cn(-c2ccc(F)cc2)c2ccccc12	4%	1%	6%	?	4%
11	COc1ccccc1N1CCN(S(=O)(=O)c2c(C)[nH]c(=O)[nH]c2=O)CC1	-1%	19%	-6%	i	-1%
12	Cc1cc(N)ncc1[N+](=O)[O-]	22%	11%	13%	i	-6%
13	COc1ccc(S(=O)(=O)N2CCCCC2)cc1-n1cnnn1	-3%	-4%	0%	i	3%
14	Cc1ccc(OCC(=O)NC2CCS(=O)(=O)C2)cc1 (stereo unspecified)	14%	-7%	0%	i	3%
15	COc1ccccc1N1CCN(c2ccc(S(=O)(=O)N3CCN(C)CC3)cn2)CC1	1%	-4%	-8%	i	-1%
16	CC(=O)Nc1ccc(NC(=O)CCC(=O)c2ccc(C)cc2)cc1	·	8%	·	i	·

nr	ATXN2 expr inh	IL1B secr inh	KB-V1 MDR tox	MCF10A rerep
9	-10%	41	17%	-7%
10	3%	20	-5%	?
11	5%	23	5%	-6%
12	4%	-5	9%	0%
13	23%[11.3 µM]	15	17%	-6%
14	5%	0	-2%	2%
15	4%	20	-10%	-11%
16	0%	·	25%	·

2 of these compounds, reformatted.
9) Cc1ccc(C)c(-n2c(CNc3ccc(F)cc3)nnc2SCC(N)=O)c1
  HT1080 IDH1KD tx = -1%	KB-3-1 cytotox = -11%	HT1080-NT tox = 0%	ATXN viability = i	SW480 rereplic = -2%	ATXN2 expr inh = -10%	IL1B secr inh = 41	KB-V1 MDR tox = 17%	MCF10A rerep = -7%

10) O=Cc1cn(-c2ccc(F)cc2)c2ccccc12
  HT1080 IDH1KD tx = 4%	KB-3-1 cytotox = 1%	HT1080-NT tox = 6%	ATXN viability = ?	SW480 rereplic = 4%	ATXN2 expr inh = 3%	IL1B secr inh = 20	KB-V1 MDR tox = -5%	MCF10A rerep = ?

The listing continues:
nr	Structure	HT1080 IDH1KD tx	KB-3-1 cytotox	HT1080-NT tox	ATXN viability	SW480 rereplic
17	CCn1cc(C(=O)NCCC(=O)NCCO)c(=O)c2cc3c(cc21)OCO3	22%	16%	8%	i	-10%
18	COC(=O)c1ccc(Cn2nnc3c(=O)[nH]c(C4CCCN(S(=O)(=O)c5ccccc5)C4)nc32)cc1 (stereo unspecified)	5%	?	8%	i	-13%
19	CCc1ccc2[nH]c(=O)c(CN(Cc3ccc4c(c3)OCO4)Cc3nnnn3C3CCCC3)cc2c1	?	-13%	?	?	?
20	O=C(NCCO)c1cccc2c1-c1ccccc1C2=O	27%	2%	?	i	0%
21	CS(=O)(=O)N(CC(=O)NCc1ccc2c(c1)OCO2)Cc1ccc(Cl)cc1	-14%	0%	-10%	i	4%
22	O=C(CCS(=O)(=O)c1ccccc1)Nc1nc2cc3c(cc2s1)OCCO3	?	-3%	0%	i	?
23	COc1ccc(-c2cc(C#N)nc(N3CCN(C)CC3)n2)cc1	-17%	3%	-8%	i	-14%
24	COc1ccc(OCC(O)CN2CCCCC2)cc1 (stereo unspecified)	15%	5%	9%	i	-1%

nr	ATXN2 expr inh	IL1B secr inh	KB-V1 MDR tox	MCF10A rerep
17	16%	29	3%	0%
18	1%&1%	2	17%&-3%	5%
19	?	-66*	-29%	27%
20	-19%	15	-1%	0%
21	-6%	-1	-17%	-2%
22	25%	?	4%	?
23	-20%	·	1%	?
24	-4%	14	0%	20%

Remaining list, next part
nr	Structure	HT1080 IDH1KD tx	KB-3-1 cytotox	HT1080-NT tox	ATXN viability	SW480 rereplic
25	Cc1sc2ncnc(N3CCC(C(=O)Nc4sc5c(c4C(N)=O)CCC(C)C5)CC3)c2c1C (stereo unspecified)	13%	?	10%	i	-16%
26	Cc1noc(C)c1CSc1nnc(-c2ccccc2)o1	3%	0%	19%	i	2%
27	Cc1ccc(C)c(N(CC(=O)N2CCCC2)S(C)(=O)=O)c1	3%	-5%	-2%	i	?
28	CC(C)C1C(=O)N(Cc2cn(CCC3OCCCO3)nn2)CCS(=O)(=O)N1Cc1ccc(-c2ccc(Cl)cc2)cc1 (stereo unspecified)	8%	7%	6%	?	·
29	COc1cccc(Cn2cnc3c(NS(=O)(=O)c4ccc(Cl)cc4)c(C)c(C)cc32)c1	-4%	-2%	1%	i	4%
30	CC(=O)Nc1ccc(NC(=O)CCc2nc3sc4c(c3c(=O)[nH]2)CCCC4)cc1	1%	4%	-14%	i	0%
31	COc1ccc(/C=N/Nc2snc(SC)c2C#N)cc1OC	?	0%	-29%	i	1%
32	O=C(O)c1cscn1	20%	-2%	10%	i	-8%

nr	ATXN2 expr inh	IL1B secr inh	KB-V1 MDR tox	MCF10A rerep
25	?	-2	-1%	4%
26	18%	-20	?	-2%
27	2%	-6	?	3%
28	1%	40	-1%	·
29	33%	-22	-1%	4%
30	3%	2	-8%	-3%
31	42%[activator]	-12	7%	8%
32	1%	0	14%	-2%

From no. 27 up to 28, copied from above:
nr	Structure	HT1080 IDH1KD tx	KB-3-1 cytotox	HT1080-NT tox	ATXN viability	SW480 rereplic
27	Cc1ccc(C)c(N(CC(=O)N2CCCC2)S(C)(=O)=O)c1	3%	-5%	-2%	i	?
28	CC(C)C1C(=O)N(Cc2cn(CCC3OCCCO3)nn2)CCS(=O)(=O)N1Cc1ccc(-c2ccc(Cl)cc2)cc1 (stereo unspecified)	8%	7%	6%	?	·

nr	ATXN2 expr inh	IL1B secr inh	KB-V1 MDR tox	MCF10A rerep
27	2%	-6	?	3%
28	1%	40	-1%	·

Carrying on:
nr	Structure	HT1080 IDH1KD tx	KB-3-1 cytotox	HT1080-NT tox	ATXN viability	SW480 rereplic
33	CCCn1c(=O)c(/C(N)=N/O)nn(-c2cccc(C(F)(F)F)c2)c1=O	3%	3%	3%	i	-1%
34	COc1ccc(-c2csc(C(C)(O)c3cccc(OC)c3)n2)cc1 (stereo unspecified)	?	-8%	-14%	i	·
35	COc1ccc(-c2cc(C(=O)Nc3ccc(C(N)=O)cc3)c3ccccc3n2)cc1OC	?	?	?	·	18µM*
36	O=C(NCc1cccc2ccccc12)Nc1ccccc1	-2%	-4%	-3%	i	13%
37	Cc1ccc2ccc(S(=O)(=O)NCc3ccccn3)cc2c1	-13%	-2%	-20%	i	-7%
38	Cc1cc(C)c2c(CN(Cc3ccccc3)Cc3ccccc3)cc(=O)oc2c1	-20%	-4%	-17%	i	·
39	COc1ccc(/C=C(/NC(=O)c2ccco2)C(=O)Nc2ccc(C(C)=O)cc2)cc1	17%	17%	9%	i	16%
40	COc1ccc(Cc2nc3ccc(C(=O)NCCc4ccncc4)cc3o2)cc1OC	-2%	3%	0%	i	3%

nr	ATXN2 expr inh	IL1B secr inh	KB-V1 MDR tox	MCF10A rerep
33	-7%	4	10%	-1%
34	10%	9	?	·
35	?	0	4%	?
36	·	-30	?	3%
37	21%	3	?	-2%
38	12%	18	?	·
39	-5%	-6	-6%	2%
40	9%	0	4%	-1%

Remaining list, next part:
nr	Structure	HT1080 IDH1KD tx	KB-3-1 cytotox	HT1080-NT tox	ATXN viability	SW480 rereplic
41	CCOC(=O)C(=O)Nc1ccccc1C(=O)NCc1ccccc1	0%	26%	7%	i	0%
42	NC(=S)NC(=O)/C=C/c1ccccc1	-18%	-5%	-17%	i	?
43	CSc1ncccc1C(=O)NNC(=O)c1csc(N2CCOCC2)n1	1%	-1%	-2%	i	·
44	NC(=S)N=Nc1ccc(NN=C(N)N)cc1	?	0%	?	?	0%&4%
45	O=C(c1cc(COc2ccc(F)cc2F)on1)N1C[C@H]2CC[C@H]1C2	-5%	-1%	-4%	i	0%
46	CCn1cc2nc(SCC(=O)Nc3ccc(OC)c(Cl)c3)n(Cc3ccc(OC)cc3)c(=O)c2n1	·	3%	·	i	·
47	CCCN(CCC)CCNC(=O)CN1C(=O)COc2ccc(S(=O)(=O)N3CCC(C)CC3)cc21	·	9%	·	?	·
48	Cc1ccc(/C=C(\NC(=O)c2ccc(C)cc2)c2nc(=S)[nH][nH]2)cc1	-15%	?	-11%	·	-1%

nr	ATXN2 expr inh	IL1B secr inh	KB-V1 MDR tox	MCF10A rerep
41	0%	-12	-3%	3%
42	4%[11.3 µM]	-96*	-10%	5%
43	·	1	-4%	·
44	-20%	-23	?	0%&-3%
45	28%	-18	0%	3%
46	2%	·	3%	·
47	9%	·	-26%	·
48	?	-11	-9%	?

Bioassay records as filed in PubChem.
